Assay outcomes from PubChem BioAssay.
pAkt inh: HTS Assay for Inhibitors of Akt Phophorylation: Primary Screen; Neuro2A IGF-stimulated pAkt S473 HTRF, 20 min; hits give low values; activity change, % for hits at 50 µM; 0.32% of 360,000 active; AID 651550, 2012; in the data active = activity change below about -80%; inconclusive = mostly about -51% to -80%; note: % is set by controls: 0 for no effect and ±100 for the full control effect
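Neuro2A cells (4,500/well, DMEM with 0.5% FBS) were treated with compound at a single 50 µM final concentration, stimulated with 6 nM IGF for 20 min at 37 °C, and lysed. Phospho-Akt Ser473 was read by HTRF as 665/615 ratio ×10^4.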
Nrf2 block: Nrf2 qHTS screen for inhibitors | 2.1% of 360,000 active | A549 ARE-Fluc reporter, luciferase luminescence, 18-24 h | Potency, µM (titrated, usually from 46 µM), for the others: top-dose activity change, negative = inhibition, usual class: inhibitors; note: potency is the fitted concentration of half-maximal effect; % is set by controls: 0 for no effect and ±100 for the full control effect; nearly all actives have a fitted effect of over 60% in size
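Reporter: ARE-Fluc in A549. Exposure: 18-24 h, 37 °C, 5% CO2, 5% FBS OPTI-MEM. Readouts: fluorescent cytotoxicity (CellTiter-Fluor), then luminescent Nrf2 signal after BugLite.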
TGFb inhibitor: qHTS for Inhibitors of TGF-b; HepG2 CAGA-GFP TGF-b/SMAD3 reporter, GFP fluorescence, 18 h; TGF-beta stimulated, 500 pg/mL final; 1.2% of 410,000 active; Potency, µM (doses to about 46.1 µM), for inactives: at the top dose activity, negative = inhibition, hits mostly inhibitors; note: potency is the fitted concentration of half-maximal effect; % is set by controls: 0 for no effect and ±100 for the full control effect; nearly all actives have a fitted effect of over 65% in size
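GFP signal (ex488/em500-530) from TGF-beta-stimulated HEPG2 CAGA-GFP cells, 500 pg/mL final, 18 h at 37 degrees C in DMEM plus 1% FBS, normalized to unstimulated and DMSO-stimulated controls.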
HepG2 viability: qHTS for Inhibitors of TGF-b: Cytotox Counterscreen; HepG2 CAGA-GFP viability, ATP luminescence, 18 h; Potency, µM (titrated, usually from 46.1 µM), for inactives: at the top dose activity change, negative = cytotoxicity, most hits filed as cytotoxic; 0.76% of 410,000 active; AID 588856, 2011; note: potency is the fitted concentration of half-maximal effect; some results filed as inactive show a strong effect at the top dose
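HepG2 CAGA-GFP cells (1000/well, DMEM with 1% FBS) received compound, then TGF-beta at 500 pg/mL final, and were incubated 18 hours at 37 degrees C. Viability was read by CellTiter-Glo luminescence. Media-only wells were set as complete cell-killing and DMSO as no toxicity.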
Mm-Cpn inhibitor: Inhibitors of TCP-1 ring complex (TRiC) of Methanococcus maripaludis (MmCpn): qHTS. Chaperonin Mm-Cpn (Methanococcus maripaludis). purified Mm-Cpn ATPase, ADP Transcreener TR-FRET. Potency, µM (highest dose often 76.9 µM), for the others: top-dose activity, negative = inhibition, usual class: inhibitors. 0.031% of 330,000 active. AID 504842, 2011; note: potency is the fitted concentration of half-maximal effect; % is set by controls: 0 for no effect and ±100 for the full control effect; nearly all actives have a fitted effect of over 80% in size
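Reaction buffer contained 30 mM Tris pH 7.4, 100 mM KCl, 5 mM MgCl2 and 1 mM DTT. Mm-CPN (25 nM final) hydrolysed 10 uM ATP over 30 min at 37°C; ADP was read by HTRF.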
CCT chaperon mod: High-Throughput Screening for Modulators of Cytosolic Chaperonin Activity; 0.3% of 360,000 active; purified chaperonin ATPase assay, HTRF ADP detection, 30 min; activity change, % (test concentration not listed), hits read low; AID 651819, 2012; in the data active = activity change below about -30%; note: % is set by controls: 0 for no effect and ±100 for the full control effect
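TRiC (40 or 20 nM final, by batch activity) in 30 mM Tris pH 7.4, 100 mM KCl, 5 mM MgCl2, 1 mM DTT was treated with compound at 76 uM single dose, then 10 uM ATP, 30 min at 37 °C. ADP was read by HTRF Transcreener.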
Nrf2 activator: qHTS of Nrf2 Activators; AREc32 ARE-luciferase reporter (MCF7-derived line), luminescence, 24 h; Potency, µM (titrated, usually from 46.1 µM), without a hit: at the highest dose activation, most hits filed as activators; 0.31% of 410,000 active; AID 624171, 2012; note: potency is the fitted concentration of half-maximal effect; % of control where 0% means no effect; nearly all actives have a fitted effect of over 65% in size
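ARE-driven firefly luciferase activity in AREc32 cells measured after a 24 hr compound exposure at 37 deg C, using Steady-Glo reagent and a 30 min room-temperature hold.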
A549 tox: Nrf2 qHTS screen for inhibitors: counterscreen for cytotoxicity | A549 ARE-Fluc cells, CellTiter-Fluor viability, 18-24 h | Potency, µM (doses to about 46 µM), without a hit: at the top dose activity change, negative = cytotoxicity, hits mostly inhibitors | 0.16% of 390,000 active | AID 504648, 2011; note: potency is the fitted concentration of half-maximal effect; % is set by controls: 0 for no effect and ±100 for the full control effect
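A549 ARE-Fluc cells in 5% FBS OPTI-MEM, 5000 cells/well, rested 2 h then exposed to compounds in concentration-response for 18-24 h at 37 °C. Viability by CellTiter-Fluor fluorescence (Ex 405/Em 525) after 30 min; luciferase luminescence (BugLite, 15 min, RT) read afterwards.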
Abeta rescue: qHTS for compounds that reverse cellular toxicity of Amyloid beta (A-beta) peptide in yeast: Primary Screen | yeast expressing A-beta42, growth rescue, OD600, 48 h; response scale: 0% DMSO, 100% iron-clioquinol control | Potency, µM (titrated, usually from 46.1 µM), inactives show top-dose growth rescue, most hits filed as activators | 0.063% of 410,000 active | AID 1347071, 2019; note: potency is the fitted concentration of half-maximal effect; nearly all actives have a fitted effect of over 55% in size
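Growth rescue measured by 600 nm absorbance after 48 h yeast culture at 30 C with compound. Values normalized between DMSO and an equimolar ferric chloride plus clioquinol control.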
An asterisk follows results filed as active; [ ] = remark or other dose. Unless noted, calls come from the whole dose curve; as a rule, active = well fitted curve in the direction sought with a large enough effect; inconclusive = small, poorly fitted or top-dose-only effect, or another doubt; inactive = no such curve, though single readings can be large; an effect the other way counts as inactive or inconclusive.

A first look, 2 compounds:
How did Cc1cc(OCC(=O)NC2CCN(Cc3ccccc3)CC2)c2c(C)c(C)c(=O)oc2c1 do in these assays?
pAkt inh: inactive; Nrf2 block: -4%; TGFb inhibitor: 15%; HepG2 viability: 1%; Mm-Cpn inhibitor: 2%; CCT chaperon mod: -0.5; Nrf2 activator: -0.1%; A549 tox: 0%; Abeta rescue: 4%

How did COC(=O)[C@H](CC(C)C)NC(=O)NCCCc1ccccc1 do in these assays?
pAkt inh: inactive; Nrf2 block: -13%; TGFb inhibitor: inconclusive; HepG2 viability: -15%; Mm-Cpn inhibitor: 3%; CCT chaperon mod: -3.4; Nrf2 activator: -0.8%; A549 tox: -5%; Abeta rescue: 21%

Main list, previewed entries included:
How did Cc1cc(OCC(=O)NC2CCN(Cc3ccccc3)CC2)c2c(C)c(C)c(=O)oc2c1 do in these assays?
pAkt inh: inactive; Nrf2 block: -4%; TGFb inhibitor: 15%; HepG2 viability: 1%; Mm-Cpn inhibitor: 2%; CCT chaperon mod: -0.5; Nrf2 activator: -0.1%; A549 tox: 0%; Abeta rescue: 4%

How did COC(=O)[C@H](CC(C)C)NC(=O)NCCCc1ccccc1 do in these assays?
pAkt inh: inactive; Nrf2 block: -13%; TGFb inhibitor: inconclusive; HepG2 viability: -15%; Mm-Cpn inhibitor: 3%; CCT chaperon mod: -3.4; Nrf2 activator: -0.8%; A549 tox: -5%; Abeta rescue: 21%

Results for CC(NC(=O)c1ccc(NC2=NC3CS(=O)(=O)CC3S2)cc1)c1ccccc1 (centres undefined) ?
pAkt inh: inactive; Nrf2 block: 0%; TGFb inhibitor: -5%; HepG2 viability: -9%; Mm-Cpn inhibitor: 1%; CCT chaperon mod: -1.7; Nrf2 activator: 0.2%; A549 tox: 0%; Abeta rescue: 2%

How did COc1cc2ccccc2cc1C(=O)Nc1ccccc1N1CCN(S(C)(=O)=O)CC1 do in these assays?
pAkt inh: inactive; Nrf2 block: -17%; TGFb inhibitor: -1%; HepG2 viability: 1%; CCT chaperon mod: -0.2; Nrf2 activator: 3.0%; A549 tox: 4%; Abeta rescue: 0%

How did O=C(NNC(=O)C1CCCO1)c1ccc(F)cc1 (centres undefined) do in these assays?
pAkt inh: inactive; Nrf2 block: 1%; TGFb inhibitor: 31%; HepG2 viability: 29%; Mm-Cpn inhibitor: -1%; CCT chaperon mod: 0.1; Nrf2 activator: 0.2%; A549 tox: -4%; Abeta rescue: -13%

Results for O=c1oc(-c2ccco2)nc2sc3c(c12)CCCCC3 ?
pAkt inh: inactive; Nrf2 block: -21%; TGFb inhibitor: 2%; HepG2 viability: -16%; Mm-Cpn inhibitor: 1%; CCT chaperon mod: -0.9; Nrf2 activator: 9.1%; A549 tox: -14%; Abeta rescue: 4%

How did Cc1nc(NC(=O)c2ccc(Cl)cc2)nc2cc3c(cc12)OCO3 do in these assays?
pAkt inh: inactive; Nrf2 block: inconclusive; TGFb inhibitor: 0%; HepG2 viability: -53%; Mm-Cpn inhibitor: -24%; CCT chaperon mod: 2.4; Nrf2 activator: 15%; A549 tox: -11%; Abeta rescue: 29%

Results for CC(C)(C)OC(=O)NC(Cc1ccccc1)C(=O)N1CCCC1C(=O)O (centres undefined) ?
pAkt inh: inactive; Nrf2 block: 13%; TGFb inhibitor: 2%; HepG2 viability: 14%; Mm-Cpn inhibitor: -1%; CCT chaperon mod: 0.6; Nrf2 activator: -1.2%; A549 tox: -6%; Abeta rescue: 5%

What do the screens show for `CN(C(=O)CSc1ncc(C(F)(F)F)cc1Cl)c1c(N)n(Cc2ccccc2)c(=O)[nH]c1=O`?
pAkt inh: inactive; Nrf2 block: -2%; TGFb inhibitor: -4%; HepG2 viability: -5%; Mm-Cpn inhibitor: -1%; CCT chaperon mod: -0.6; Nrf2 activator: 0.0%; A549 tox: 5%; Abeta rescue: -2%

What do the screens show for `O=C(CSCc1ccc(Cl)cc1)NCc1ccccn1`?
pAkt inh: inactive; Nrf2 block: -14%; TGFb inhibitor: -3%; HepG2 viability: -31%; Mm-Cpn inhibitor: -3%; CCT chaperon mod: -6.3; Nrf2 activator: 3.8%; A549 tox: 16%; Abeta rescue: -13%

How did COC(=O)[C@]12CCCCC=C1N(Cc1ccco1)C(=O)[C@H](CC(=O)N1CCSCC1)C2 do in these assays?
pAkt inh: inactive; CCT chaperon mod: -0.8; Nrf2 activator: -1.2%; Abeta rescue: -6%

What do the screens show for `Cc1ccc(CNc2ncnc3onc(C)c23)cc1`?
Nrf2 block: 8.2µM*; TGFb inhibitor: 1%; HepG2 viability: -26%; Nrf2 activator: -1.2%; A549 tox: -2%; Abeta rescue: -5%

Results for O=C1C2C3C=CC(O3)C2C(=O)N1N=C1CCCCC1 (centres undefined) ?
pAkt inh: inactive; Nrf2 block: inconclusive; TGFb inhibitor: 17%; HepG2 viability: -10%; CCT chaperon mod: 1.6; Nrf2 activator: -0.5%; A549 tox: 2%; Abeta rescue: -9%

How did CN(Cc1cccc(F)c1)C(=O)c1ccc(S(=O)(=O)C(F)F)cc1 do in these assays?
pAkt inh: inactive; Nrf2 block: 14%; TGFb inhibitor: -9%; HepG2 viability: -7%; Mm-Cpn inhibitor: 2%; CCT chaperon mod: -17; Nrf2 activator: 0.1%; Abeta rescue: 8%

How did CCOC(=O)Cc1csc(NC(=O)c2cc(C)on2)n1 do in these assays?
pAkt inh: inactive; Nrf2 block: -3%; TGFb inhibitor: 7%; HepG2 viability: 2%; CCT chaperon mod: -1.6; Nrf2 activator: 0.3%; A549 tox: -5%; Abeta rescue: -7%

How did CN(C)CCCN(C(=O)c1ccc(C(=O)c2ccccc2)cc1)c1nc2ccc(F)cc2s1 do in these assays?
Nrf2 block: -4%; TGFb inhibitor: inconclusive; HepG2 viability: -79%; Mm-Cpn inhibitor: -2%; CCT chaperon mod: 0.6; Nrf2 activator: 3.4%; A549 tox: -9%; Abeta rescue: 26%

How did O=C(c1c[nH]c2ccccc12)N1CCN(Cc2ccccc2)CC1 do in these assays?
pAkt inh: inactive; Nrf2 block: 7%; TGFb inhibitor: -4%; HepG2 viability: -8%; Mm-Cpn inhibitor: 2%; CCT chaperon mod: -1.9; Nrf2 activator: -0.5%; A549 tox: 6%; Abeta rescue: 4%

How did CCN(C(=O)CSc1nnc(-c2cccc(F)c2)n1N)c1c(N)n(Cc2ccccc2)c(=O)[nH]c1=O do in these assays?
pAkt inh: inactive; Nrf2 block: -12%; TGFb inhibitor: inconclusive; HepG2 viability: 65%; CCT chaperon mod: -0.6; Nrf2 activator: -1.0%; A549 tox: -2%; Abeta rescue: 0%

How did N#CCNC(=O)C1CC(=O)N(CCc2ccc(F)cc2)C1 (centres undefined) do in these assays?
pAkt inh: inactive; Nrf2 block: 5%; TGFb inhibitor: 2%; HepG2 viability: 2%; Mm-Cpn inhibitor: -3%; CCT chaperon mod: 6.3; Nrf2 activator: 0.0%; A549 tox: 0%; Abeta rescue: 2%

Results for Cc1ccc(C(C(=O)NCc2ccco2)N(C(=O)Cn2nnc3ccccc32)c2ccccc2)o1 (centres undefined) ?
pAkt inh: inactive; TGFb inhibitor: inconclusive; HepG2 viability: -2%; Mm-Cpn inhibitor: -1%; CCT chaperon mod: -0.4; Nrf2 activator: -0.3%; A549 tox: 1%; Abeta rescue: 11%

How did CCOC(=O)CSc1nc2ccsc2c(=O)n1C1CCN(C(=O)OCC)CC1 do in these assays?
pAkt inh: inactive; Nrf2 block: -26%; TGFb inhibitor: -5%; HepG2 viability: -3%; Mm-Cpn inhibitor: 1%; CCT chaperon mod: -1.7; Nrf2 activator: 1.6%; A549 tox: 7%; Abeta rescue: 0%

Results for CCOC(=O)N1CCN(S(=O)(=O)c2ccc(C(=O)NNc3nc4c(C)cccc4s3)cc2)CC1 ?
pAkt inh: inactive; Nrf2 block: inconclusive; TGFb inhibitor: inconclusive; HepG2 viability: -31%; Mm-Cpn inhibitor: 1%; CCT chaperon mod: 0.5; Nrf2 activator: -2.2%; A549 tox: -18%; Abeta rescue: 4%

What do the screens show for `CCc1ccc[n+](-c2[nH]c(=O)sc2/C=N/N=C(\[O-])CCn2c3ccccc3c3ccccc32)c1`?
pAkt inh: inactive; Nrf2 block: inconclusive; TGFb inhibitor: -20%; HepG2 viability: 6%; Mm-Cpn inhibitor: -2%; CCT chaperon mod: -2.2; Nrf2 activator: 0.2%; A549 tox: -13%; Abeta rescue: -7%

What do the screens show for `COc1ccc(C(=O)OCCN2CCN(C3=NS(=O)(=O)c4ccccc43)CC2)cc1OC`?
pAkt inh: inactive; Nrf2 block: inconclusive; TGFb inhibitor: -1%; HepG2 viability: -2%; Mm-Cpn inhibitor: 1%; CCT chaperon mod: -0.6; Nrf2 activator: -0.2%; A549 tox: 3%; Abeta rescue: -4%

Results for Nc1cc(=O)[nH]c(SCc2nnc(-c3ccccc3)o2)n1 ?
pAkt inh: inactive; Nrf2 block: 1%; TGFb inhibitor: 6%; HepG2 viability: -1%; Mm-Cpn inhibitor: 2%; CCT chaperon mod: -1.3; Nrf2 activator: 0.3%; A549 tox: 3%; Abeta rescue: 3%

Results for CCN(CC)CCCNc1cc(C(F)(F)F)c(C#N)c2nc3ccccc3n12 ?
pAkt inh: inactive; Nrf2 block: 3%; TGFb inhibitor: -9%; HepG2 viability: -26%; Mm-Cpn inhibitor: 0%; CCT chaperon mod: -4.8; Nrf2 activator: 5.0%; A549 tox: inconclusive; Abeta rescue: -47%[inhibitor]
